OX1R antagonist – human HCRTR1 antagonism | CHO/OX1R cells, Fluo-8 calcium fluorescence, orexin A | inhibition, % at 5 µM | 330,000 tested, 0.43% active;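 active = inhibition above its plate's threshold, mean inhibition of all tested compounds on the plate plus 3 SD, cut at about 37% in these data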;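 also: 0% = orexin A challenge wells and 100% = SB-334867-A antagonist wells; not every result past the cut was called active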
Target sequence (O43613 whole entry, looked up): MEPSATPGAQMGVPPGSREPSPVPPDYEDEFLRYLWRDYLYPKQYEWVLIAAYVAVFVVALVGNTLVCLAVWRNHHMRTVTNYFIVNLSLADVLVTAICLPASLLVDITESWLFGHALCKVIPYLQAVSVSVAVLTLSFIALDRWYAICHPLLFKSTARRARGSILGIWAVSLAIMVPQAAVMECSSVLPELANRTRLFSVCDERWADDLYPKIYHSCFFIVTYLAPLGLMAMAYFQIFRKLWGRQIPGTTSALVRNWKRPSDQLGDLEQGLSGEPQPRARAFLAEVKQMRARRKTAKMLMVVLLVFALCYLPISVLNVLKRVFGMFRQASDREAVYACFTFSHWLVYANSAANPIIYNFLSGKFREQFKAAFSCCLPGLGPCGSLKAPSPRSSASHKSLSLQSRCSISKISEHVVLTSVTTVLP
CHT allo act – allosterically activates the human high affinity choline transporter; Q9GZV3; AID 488977; B-score at 10 µM; CHT-expressing cells, membrane potential dye, choline EC20; hits give high values; LV-AA mutant CHT in HEK293 cells; 310,000 tested, 0.49% active;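 active = initial fluorescence not abnormally high and integrated response B-score, plate-corrected, over 3 SD above library mean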
Target sequence (Q9GZV3 whole entry, looked up): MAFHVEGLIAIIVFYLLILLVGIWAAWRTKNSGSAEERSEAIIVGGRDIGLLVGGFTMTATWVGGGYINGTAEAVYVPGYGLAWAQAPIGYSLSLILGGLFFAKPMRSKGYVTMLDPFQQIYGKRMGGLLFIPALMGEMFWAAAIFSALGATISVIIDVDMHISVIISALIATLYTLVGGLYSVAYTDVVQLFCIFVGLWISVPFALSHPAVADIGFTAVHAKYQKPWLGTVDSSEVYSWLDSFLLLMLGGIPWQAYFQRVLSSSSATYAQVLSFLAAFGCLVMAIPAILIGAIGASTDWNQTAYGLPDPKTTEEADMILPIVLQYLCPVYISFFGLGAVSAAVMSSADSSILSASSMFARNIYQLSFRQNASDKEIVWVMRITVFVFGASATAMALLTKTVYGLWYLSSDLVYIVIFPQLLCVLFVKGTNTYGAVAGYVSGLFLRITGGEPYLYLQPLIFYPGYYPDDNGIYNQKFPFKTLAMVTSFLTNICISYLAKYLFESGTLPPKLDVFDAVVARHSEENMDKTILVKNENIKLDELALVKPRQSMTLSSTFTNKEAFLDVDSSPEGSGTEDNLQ
An asterisk follows results filed as active; i = inactive; . = not tested or not shown.

The line under a structure holds: OX1R antagonist, CHT allo act
- CC(NS(=O)(=O)c1ccc(OCC(=O)N2CCOCC2)cc1)c1ccccc1 (centres undefined)
  1, i
- O=C(c1c[nH]c(C(=O)C(Cl)(Cl)Cl)c1)c1ccccc1Cl
  -7, i
- COc1ccc(C(=O)N/C(=C\c2ccc(Cl)cc2)C(=O)NCC2CCCO2)cc1 (centres undefined)
  -6, i
- CC(=O)Oc1cc(O)c2c(c1)OC(c1ccc(OC(C)=O)c(OC(C)=O)c1)C(OC(C)=O)C2=O (centres undefined)
  -27, i
- COc1ccc(CNC(=O)C[C@H]2C[C@H](C(=O)N3CCOCC3)[C@@]3(CCC4CCCC4)c4[nH]c5ccc(Cl)cc5c4CCN3C2=O)cc1OC
  20, .
- CCCCn1c(SCC(=O)O)nc2ccccc21
  -13, i
- Cc1ccc(S(=O)(=O)N2CCCCC2)cc1NC(=O)C1=NN(c2ccccc2)C(=O)CC1
  -21, .
- COc1cccc(-c2nnc(SCC(=O)Nc3cc(C)on3)o2)c1
  -17, i
- CC1=C(C(=O)Nc2ccc(F)cc2)C(c2ccc(C)o2)C2=C(CC(C)(C)CC2=O)N1 (centres undefined)
  -26, i
- CCN(C(=O)Cn1nc(C)c([N+](=O)[O-])c1C)C1CCS(=O)(=O)C1 (centres undefined)
  -5, i
- CCN(CC)CCN1C(=O)c2oc3ccccc3c(=O)c2C1c1ccccc1 (centres undefined)
  -18, i
- Cc1ccc(NC(=O)NCC2CCN(Cc3cc(C)ccc3Cl)CC2)c(C)c1
  -23, i
- CCCc1cc(=O)[nH]c(SCC(=O)Nc2cccc3ccccc23)n1
  -6, i
- COc1cc2c(cc1NC(=O)c1ccc3c(c1)OCO3)oc1ccccc12
  4, i
- CC(=O)Oc1cc(OC(C)=O)c2c(=O)c(-c3ccc4c(c3)OCCCO4)c(C)oc2c1
  -5, i
- O=C(Cc1ccc(Cl)cc1)NNC(=O)C(=O)NC1CCCCC1
  -13, .
- CCOc1ccc(NC(=O)Nc2nnc(CC(=O)NCc3ccccc3)s2)cc1
  7, i
- Cn1c(=O)c2c(ncn2CCCc2ccccc2)n(C)c1=O
  -10, i
- CCCCCn1nc(C)c2c(C)cc(=O)[nH]c21
  -20, i
- COc1ccc(NC(=O)Nc2ccc(C)cc2Br)c(OC)c1
  -12, i
- O=C(COC(=O)c1ccc(CNS(=O)(=O)c2ccc(F)c(Cl)c2)cc1)NCC1CCCCC1
  8, i
- COc1cc(Nc2c3c(nc4ccccc24)CCC3)cc(OC)c1OC
  -21, i
- CC(Cc1cccs1)NC(=S)Nc1ccccc1 (centres undefined)
  0, i
- O=C(NCCc1nc2ccccc2[nH]1)/C(=C/c1ccc2c(c1)OCO2)NC(=O)c1ccc(Cl)cc1Cl
  -23, i
- COC(=O)Cc1cc(=O)[nH]c(/N=C(\N)Nc2ccc(C(C)C)cc2)n1
  -19, i
- CC(=O)c1ccc(S(=O)(=O)NCCC(=O)N2CCN(c3ccccn3)CC2)cc1
  -3, .
- COc1ccc(Cl)cc1NC(=S)N1CCN(c2ncccn2)CC1
  -4, i
- O=C1NCCCC2c3cc(O)c4ccccc4c3OC12N1CCCCC1 (centres undefined)
  -14, i
- C=CCNC(=S)N1CCN(CCN=Cc2c(C)[nH]n(-c3ccc([N+](=O)[O-])cc3)c2=O)CC1
  -27, i
- Cc1ccccc1NC(=O)Cc1nc(COC(=O)CCc2ccccc2)cs1
  -30, .

The line under a structure holds: OX1R antagonist, CHT allo act
- COc1ccc(-c2cc(C(=O)NC3CCCC3)c3ccccc3n2)cc1
  -13, i
- O=[N+]([O-])c1ccc2nc(Cl)nc(-c3ccccc3)c2c1
  ., i
- Cc1ccc(/C=C/C(=O)O)cc1S(=O)(=O)Nc1ccccc1C(=O)O
  15, i
- O=C(N/N=C/c1cn(-c2ccccc2)nc1-c1cc2ccccc2o1)c1cccnc1
  -21, i
- COC(=O)CN(c1ccc(C)cc1)S(=O)(=O)c1c(C)[nH]c(=O)[nH]c1=O
  -12, i
- O=S(=O)(NCc1ccccc1Cl)c1cccs1
  -41, i
- O=C(NCCC1=CCCCC1)c1cc2ccccc2oc1=O
  -31, i
- CCc1ccc2c(c1)C(O)(CC(=O)c1cccs1)C(=O)N2 (centres undefined)
  -9, i
- CC(C)(C)OC(=O)N1CCCC1C(=O)N1CCc2ccccc21 (centres undefined)
  -1, i
- COc1cccc(-n2c(SCC(=O)N3CCOCC3)nnc2-c2c[nH]c3ccccc23)c1
  -23, i
- O=C(/C=C/c1c(F)cccc1Cl)Nc1nc2ccccc2[nH]1
  -18, i
- Cc1nc2ccc(Cl)cc2nc(C)/c1=N\O
  -38, i
- Cn1ccnc1SCc1ccc([N+](=O)[O-])cc1
  -12, i
- Cc1occc1C(=O)NC(C)c1ccc2c(c1)OCO2 (centres undefined)
  -6, i
- CN(Cc1ccc(C(F)(F)F)cc1)C(=O)c1ccc2ccccc2n1
  -9, i
- CN(CC(=O)Nc1ccccc1Br)Cc1nc2ccccc2c(=O)[nH]1
  -25, i
- CN(C)/N=C/c1ccc(OC(=O)c2cccc([N+](=O)[O-])c2)cc1
  -8, i
- O=C(Oc1ccc(Br)cc1C(=S)N1CCOCC1)c1ccc([N+](=O)[O-])cc1[N+](=O)[O-]
  -1, i
- CCOc1ccc(CN(C)Cc2cc(=O)oc3cc(C)c(Cl)cc23)cc1
  -36, i
- CC(C)C1CC(CCNCc2ccc(N(C)C)cc2)(c2ccccc2)CCO1 (centres undefined)
  -26, i
- Cc1csc(NC(=O)CN2C(=O)COc3ccc(Cl)cc32)n1
  -14, i
- Cc1ccccc1NC(=O)CSc1nnc(C2CC2)n1CC1CCCO1 (centres undefined)
  -6, i
- Cc1cccc(OCC(=O)Nc2cc(C)ccc2O)c1
  -28, i
- CCC(Sc1nc2ccncc2[nH]1)C(=O)Nc1ccc(C)c(Cl)c1 (centres undefined)
  -25, i
- Cc1ccc(S(=O)(=O)N2CCN(C(=O)c3ccc(N4CCCC4)c([N+](=O)[O-])c3)CC2)cc1
  -14, i
- COc1cc(CNCC2CCCO2)ccc1OCC(N)=O (centres undefined)
  -1, i
- O=C(NC1CC1)c1scc2c1OCCO2
  -6, i
- COC(=O)c1ccc(-c2nc3ccccc3[nH]2)cc1
  -19, i
- CCCOc1ccc(CC2CCC(=O)NC2=O)cc1 (centres undefined)
  -19, i
- Cc1ccc(NC(=O)c2nc[nH]c2C(=O)NC2CCN(C(=O)OC(C)(C)C)CC2)cc1
  -7, .

The line under a structure holds: OX1R antagonist, CHT allo act
- NC(=O)c1nsc(C(=O)N(c2ccccc2)C(C(=O)NCc2ccc(F)cc2)c2ccc(O)cc2)c1N (centres undefined)
  24, i
- CC(C)(C)NC(=O)CN(C(=O)CNS(=O)(=O)c1ccc(Cl)cc1)c1ccc2c(c1)OCCO2
  -23, i
- COc1ccc(S(=O)(=O)N2CCOCC2)cc1NC(=O)COC(=O)C1CCC1
  -10, .
- Cc1cc(C)c2c(=O)cc(C(=O)NCc3ccccc3)oc2c1
  -12, i
- CC(C)(CNC(=O)c1ccc(-c2cccc(C(F)(F)F)c2)o1)N1CCOCC1
  -32, i
- Cc1cc(C)nc(N/C(=N\S(=O)(=O)Cc2ccccc2)Nc2ccc(F)c(Cl)c2)n1
  -35, i
- COc1ccc(NC(=O)N(C)C[C@H]2Oc3ccc(NS(=O)(=O)c4cccs4)cc3C(=O)N([C@@H](C)CO)C[C@@H]2C)cc1
  -19, .
- Cc1cc(C(=O)OCC(=O)N2CCC(c3ccccc3)=N2)ccc1[N+](=O)[O-]
  -10, i
- O=C(NCCc1ccc(C(F)(F)F)cc1)C1COc2ccccc2O1 (centres undefined)
  -16, i
- O=C(Cc1ccccc1)N/N=C/c1cccn1-c1ccc([N+](=O)[O-])cc1
  -17, i
- Cc1ccc(COC(=O)c2ccc3c(c2)C(=O)N(CCCN2CCOCC2)C3=O)cc1
  -12, i
- CCCOc1ccc(-c2c(C(=O)N/N=C/c3ccccc3OCC)nnn2-c2nonc2N)cc1
  -4, i
- CC(c1ccccc1)N1CC(C(=O)Nc2nccs2)CC1=O (centres undefined)
  -14, i
- CCCc1cc(CNC(=O)C2CCC(=O)N(Cc3ccccc3F)C2)on1 (centres undefined)
  -12, i
- Cc1cccc(-n2nc([N+](=O)[O-])c(=NCc3cccnc3)n2O)c1
  -13, i
- COCCNCCCOc1ccc(Cl)cc1Br
  -14, i
- CCOC(=O)C(=N/O)/C(C)=N/NC(=O)C(=O)Nc1ccc(Cl)cc1
  35, i
- Cc1ccc[n+](CC(=O)Nc2cc(C(F)(F)F)ccc2Cl)c1
  5, i
- CCOc1ccccc1/C=C(/NC(=O)c1ccccc1)C(=O)NCC(=O)O
  -3, i
- COc1ccc(-c2csc(N(CCCN3CCOCC3)C(=O)c3ccco3)n2)cc1
  -17, i
- C=CCn1c(C)cc(C(=O)COc2ccc(S(=O)(=O)N3CCCC3)cc2[N+](=O)[O-])c1C
  -23, i
- CC(=O)Nc1ccc2nc(NC(=O)c3ccc([N+](=O)[O-])s3)sc2c1
  -3, i
- CC1=CC(C)C2(CO)COC(c3cccnc3)C1C2C (centres undefined)
  7, i
- Cc1cc2oc(=O)cc(CN3CCCCC3)c2cc1C(C)C
  -22, i
- COc1ccc(CNC(=O)C(=O)NCC2OCCN2S(=O)(=O)c2ccc3c(c2)OCCO3)cc1 (centres undefined)
  -12, i
- Cc1onc(-c2ccccc2)c1C(=O)Nc1ccc(C(=O)N2CCCCC2)cc1
  -21, i
- CC(=O)c1ccc(NC(=S)NCCCn2ccnc2)cc1
  -8, i
- COc1ccc(C(=O)Nc2ccc(N3CCN(C(=O)c4ccccc4)CC3)cc2)cc1[N+](=O)[O-]
  -20, i
- CCOC(=O)/C=C/C(=O)OCC(=O)N1CCN(C(=O)c2ccco2)CC1
  -11, i
- Cc1ccc(NC(=O)CNC(=O)c2ccco2)c(Cl)c1
  -15, i

Among those listed so far, these contain fluorine:
The line under a structure holds: OX1R antagonist, CHT allo act
- CC1=C(C(=O)Nc2ccc(F)cc2)C(c2ccc(C)o2)C2=C(CC(C)(C)CC2=O)N1 (centres undefined)
  -26, i
- O=C(COC(=O)c1ccc(CNS(=O)(=O)c2ccc(F)c(Cl)c2)cc1)NCC1CCCCC1
  8, i
- O=C(/C=C/c1c(F)cccc1Cl)Nc1nc2ccccc2[nH]1
  -18, i
- CN(Cc1ccc(C(F)(F)F)cc1)C(=O)c1ccc2ccccc2n1
  -9, i
- NC(=O)c1nsc(C(=O)N(c2ccccc2)C(C(=O)NCc2ccc(F)cc2)c2ccc(O)cc2)c1N (centres undefined)
  24, i
- CC(C)(CNC(=O)c1ccc(-c2cccc(C(F)(F)F)c2)o1)N1CCOCC1
  -32, i
- Cc1cc(C)nc(N/C(=N\S(=O)(=O)Cc2ccccc2)Nc2ccc(F)c(Cl)c2)n1
  -35, i
- O=C(NCCc1ccc(C(F)(F)F)cc1)C1COc2ccccc2O1 (centres undefined)
  -16, i
- CCCc1cc(CNC(=O)C2CCC(=O)N(Cc3ccccc3F)C2)on1 (centres undefined)
  -12, i
- Cc1ccc[n+](CC(=O)Nc2cc(C(F)(F)F)ccc2Cl)c1
  5, i

Going on with the list.
The line under a structure holds: OX1R antagonist, CHT allo act
- CCOC(=O)N1CCN(Cc2nc(-c3ccc(C)cc3)no2)CC1
  -16, i
- O=C(NCCOc1ccccc1-c1ccccc1)c1ccco1
  -10, i
- CC1=C(C(=O)Nc2cccnc2)C(c2ccccn2)n2nnnc2N1 (centres undefined)
  3, i
- COc1ccc2[nH]c(=O)c(CN(Cc3ccc(C)cc3)Cc3nnnn3CC3CCCO3)cc2c1 (centres undefined)
  -21, i
- C[C@]12CC[C@@H]3c4ccc(O)cc4CC[C@H]3[C@@H]1C[C@@H](O)[C@@H]2O
  -12, i
- Cc1ncc(CSc2ccc(Cl)cc2)c(CO)c1O
  -9, i
- O=C(OCn1nnc2ccccc2c1=O)c1ccc(O)cc1
  -20, i
- CCN(CC)S(=O)(=O)c1ccc(C(=O)Nc2cc3oc4ccccc4c3cc2OC)cc1
  -18, i
- O=C(COC(=O)c1ccccc1C(=O)c1ccc(Cl)cc1)NC(c1ccccc1)c1ccccc1
  -14, i
- CCOc1ccc(CCNC(=O)c2cnccn2)cc1OCC
  -9, i
- CCOCCCNC(=O)CN1C(=O)C(CC)Oc2ccccc21 (centres undefined)
  -10, i
- CCN(CC)S(=O)(=O)c1ccc(S(=O)(=O)N2CCN(C(=O)c3ccco3)CC2)cc1
  -2, i
- O=C(NNC(=O)c1ccccc1[N+](=O)[O-])c1cnccn1
  -5, i
- N#CCCNC(=O)CCN1CCCCC1
  -3, i
- O=C(Cc1ccc(Br)cc1)OCC(=O)N1CCCCCC1
  -9, .
- O=C(NCC(O)COc1ccc([N+](=O)[O-])cc1)Nc1ccccc1 (centres undefined)
  -6, i
- COc1ccc(C(=O)OC(C)C(=O)NC(C)CCc2ccccc2)c(OC)c1 (centres undefined)
  -25, i
- CCOc1ccccc1Nc1nnc(SCC(=O)NC2CCS(=O)(=O)C2)s1 (centres undefined)
  -28, .
- O=C(Nc1cccc(Cl)c1)NC1CC2CCC(C1)N2Cc1ccco1 (centres undefined)
  -9, i
- CCCCn1c(N)c(N(CCC(C)C)C(=O)c2cc(CC)c(C)s2)c(=O)[nH]c1=O
  -32, i
- COc1ccc(OC)c(NC(=O)NNC(=O)CCCOc2ccc(Cl)cc2C)c1
  -9, i
- CC1=C(C(=O)OCc2ccccc2)C(c2ccc(N3CCOCC3)cc2)NC(=O)N1 (centres undefined)
  -16, i
- O=C(CN1C(=O)NC2(CCCC2)C1=O)OCCOc1ccccc1
  -3, i
- O=C(CCc1cccc(Cl)c1)N1CCCC(Nc2ccccc2)C1 (centres undefined)
  -25, i
- COc1cccc(OC)c1C(=O)Nc1ccc2c(c1)OCCO2
  -19, i

Source: PubChem
